From PubChem BioAssay
MEKK3 PB1 HTS: modulators (inhibitors or enhancers) of MEK5 binding to human MEKK3 PB1 domain; bead-based flow cytometry, Alexa488-MEK5 binding to MEKK3; actives lie on both sides; 0 = blocked by unlabeled MEK5, 100 = vehicle; binding response (% of control), % at 10 µM; actives 1.4% (n = 290,000);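 active = binding response more than 3 SD above or below the average of its plate-row segment, actives on both sides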;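 also: Alexa488 bead fluorescence after subtracting the streptavidin-only scavenger bead signal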
Target sequence (Q99759 whole entry, looked up, the tested form may be a part): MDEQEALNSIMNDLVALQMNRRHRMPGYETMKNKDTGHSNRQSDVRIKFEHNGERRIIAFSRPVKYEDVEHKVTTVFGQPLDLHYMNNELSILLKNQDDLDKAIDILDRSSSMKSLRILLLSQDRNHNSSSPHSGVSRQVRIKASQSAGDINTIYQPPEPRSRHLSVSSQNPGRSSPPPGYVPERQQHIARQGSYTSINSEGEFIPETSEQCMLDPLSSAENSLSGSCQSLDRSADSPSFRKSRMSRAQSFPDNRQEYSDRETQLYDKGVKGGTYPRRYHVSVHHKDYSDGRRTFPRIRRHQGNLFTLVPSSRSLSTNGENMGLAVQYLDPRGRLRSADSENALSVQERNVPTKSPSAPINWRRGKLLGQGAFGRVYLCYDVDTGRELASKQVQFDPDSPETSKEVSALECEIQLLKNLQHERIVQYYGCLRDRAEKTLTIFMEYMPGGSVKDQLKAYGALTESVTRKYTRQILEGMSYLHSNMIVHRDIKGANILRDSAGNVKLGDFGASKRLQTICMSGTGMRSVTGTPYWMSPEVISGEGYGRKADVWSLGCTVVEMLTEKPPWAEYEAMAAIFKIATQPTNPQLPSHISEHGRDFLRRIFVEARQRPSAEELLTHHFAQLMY
SUMO HTRF inh: inhibitors of human SUMOylation (UBC9); P63279; HTRF SUMOylation assay, SAE1/SAE2 + UBC9, in vitro; inhibition, % at 35 µM; actives 0.36% (n = 290,000); AID 2006; in the data active = inhibition above about 50%, passing the limit was not always enough; also: strong numbers were not always called active
Target sequence (P63279 whole entry, looked up): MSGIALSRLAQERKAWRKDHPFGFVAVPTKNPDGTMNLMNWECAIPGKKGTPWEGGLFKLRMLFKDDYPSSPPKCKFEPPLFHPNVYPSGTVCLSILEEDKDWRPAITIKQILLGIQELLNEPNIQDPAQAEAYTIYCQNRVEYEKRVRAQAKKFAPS
HCV NS3 hel inh: blocks Hepatitis C virus NS3 helicase unwinding | AID 1800 | actives 0.56% (n = 290,000) | NS3 helicase DNA unwinding, Cy5 molecular beacon fluorescence | inhibition, % at 10.9 µM;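 active = inhibition above the mean of all tested compounds plus 3 SD, set per campaign, cut at about 35% in these data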;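 also: 0% = DMSO wells and 100% = thioflavine S control wells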
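Assay system: hepatitis C virus NS3 helicase domain fragment enzyme. Also added: annealed dual-labelled DNA beacon duplex, ATP-started. Timing: 1 h reaction at 25 °C, ATP-initiated. Technique: Cy5 fluorescence at 0 and 60 min, beacon hairpin quenching. Evaluation: % inhibition of unwinding. Replication: one well per compound.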
GalR3 antagonist: human GalR3 antagonism; HEK293 GalR3-CNG cAMP membrane potential fluorescence; galR3 body fused to GalR1 C-terminus; inhibition, % at 3 µM; actives 0.44% (n = 360,000);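 active = inhibition above the screen-wide average plus 3 SD, cut at about 13% in these data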;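 also: forskolin and galanin both at EC90 stimulate the cells; cAMP rise reported by CNG channel membrane potential dye signal; 0% = forskolin plus galanin with DMSO and 100% = forskolin alone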
Target sequence (O60755 1-299 limits assumed): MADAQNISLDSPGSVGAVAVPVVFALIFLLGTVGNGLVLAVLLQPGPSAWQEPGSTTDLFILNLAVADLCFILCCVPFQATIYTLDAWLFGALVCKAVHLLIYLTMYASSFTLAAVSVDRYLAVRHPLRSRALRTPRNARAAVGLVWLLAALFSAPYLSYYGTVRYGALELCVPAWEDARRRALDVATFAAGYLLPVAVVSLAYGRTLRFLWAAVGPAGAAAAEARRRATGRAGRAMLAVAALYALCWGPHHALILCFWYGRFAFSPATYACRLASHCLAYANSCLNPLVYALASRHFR
CRFBP-R2 block: CRF-BP/CRF-R2 complex antagonism; HEK293 CRF-R2/CRF-BP, CRF-induced calcium fluorescence; inhibition, % at 11.8 µM; actives 0.59% (n = 350,000); AID 588475;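 active = inhibition of the ligand-induced calcium signal above about 50% at the single tested concentration, limit read from the data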
CRFBP-R2 agonist: agonists of human CRF-binding protein/CRF-R2 receptor complex; actives 0.46% (n = 350,000); HEK293 CRF-R2/CRF-BP, calcium dye fluorescence (FLIPR); percent of saturating CRF peptide response; activation, % at 13.2 µM;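 active = activation of at least 50%, plus an integration ratio under a set limit after plate pattern correction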;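 also: plate controls were neutral control wells without compound for no effect and CRF at EC100 for full effect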
MEKK2mut PB1 HTS: signal of MEK5 binding to mutant human MEKK2 PB1 domain; bead flow cytometry, Alexa488-MEK5 binding to MEKK2 mutant; actives 0.35% (n = 290,000); percent response, % at 10 µM; AID 1530; in the data active = percent response above about 24%, passing the limit was not always enough; also: inactives centre near 1; some results filed as inactive read as strong as hits; reference of the scale not given here
MEKK2 WT-MEK5: raises or lowers MEK5 binding to wildtype human MEKK2 PB1 domain. AID 1531. binding response (% of control), % at 10 µM. actives 1.1% (n = 290,000). bead flow cytometry, Alexa488-MEK5 binding to MEKK2 WT; actives lie on both sides; in the data active = binding response below about 67% or above about 130%
FID counter: displaces DNA intercalator in HCV helicase counter-screen; AID 1845; inhibition, % at 7.9 µM; DNA fluorescent intercalator displacement, fluorescence; actives 0.17% (n = 290,000); in the data active = inhibition above about 37%;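 also: 0% = vehicle and 100% = reference compound; higher means more ethidium bromide displaced from hairpin DNA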
An asterisk follows results filed as active; . = not tested or not shown; & = joins results of further samples. Only part of the results is shown (hit frequency here may not be typical).

SMILES	MEKK3 PB1 HTS	SUMO HTRF inh	HCV NS3 hel inh	GalR3 antagonist	CRFBP-R2 block	CRFBP-R2 agonist	MEKK2mut PB1 HTS	MEKK2 WT-MEK5	FID counter
O=C(CSCc1cccc(CSCC(=O)Nc2ccccc2)n1)Nc1ccccc1	100	-12	17	-1	4	-2.0	4	102	-21
CC(CNC(=O)c1ccc(N)cc1)NC(=O)c1ccc(N)cc1 (centres undefined)	99	-9	9	-2	-6	-1.8	-2	99	-3
O=C(NCN1C(=O)C2C3C=CC(C3)C2C1=O)Nc1cccnc1 (centres undefined)	103	5	10	-3	11	-1.4	0	99	2
CCc1ccc(S(=O)(=O)NCCc2csc(-c3ccccc3)n2)s1	99	-12	19	1	-17	-0.9	2	101	-24
COc1ccccc1OCC(=O)Nc1ccncc1	103	6	9	-3	6	1.7	16	105	-6
Nc1ccc(S(=O)(=O)NC(Cc2ccccc2)C(=O)O)cc1 (centres undefined)	101	-1	-2	-8	1	0.9	0	103	-6
Nc1ccc(C(=O)N/N=C\C=C\c2cccc([N+](=O)[O-])c2)cc1	96	24	7	-1	0	-2.7	-1	99	-6
C/C(N)=C(/C#N)C(=O)CSc1nc2ccccc2c(=O)n1-c1ccc(C)cc1	108	19	16	.	.	.	4	108	-6
Cc1c(NC(=O)Nc2ccc3c(c2)OCO3)cccc1[N+](=O)[O-]	102	6	2	0	15	7.3	5	105	3
CC(=O)c1ccc(NC(=O)CC2Nc3cccc4cccc(c34)NC2=O)cc1 (centres undefined)	66	96*	35	-2	17	-1.5	-10	69	-15
COc1ccccc1CNC(=O)Cn1c(=O)oc2cc(S(=O)(=O)N3CCCC3)ccc21	101	-6	-13	-2	5	-0.3	6	109	-30
COC(=O)c1ccc(N2C(=O)CC(N(C)CCc3ccc(OC)c(OC)c3)C2=O)cc1 (centres undefined)	.	5	5	-2	0	0.5	.	.	-14
CCCc1nnc(NC(=O)Cn2c(=O)sc3ccccc32)s1	94	17	-6	-4	-11	-1.0	-5	93	-17
Cc1ccc(Cl)cc1NC(=O)CN1CCN(S(=O)(=O)N2CCOCC2)CC1	102	-14	15	-10	-5	-0.4	-1	93	-25
CCOC(=O)C1=C(CC)OC(N)=C(C#N)C1c1cc(OC)ccc1OC (centres undefined)	97	10	4	-3	-17	-0.5	-5	100	-18
Cc1noc(C)c1COc1cccc(C(=O)OC(C)C#N)c1 (centres undefined)	104	4	2	-4	8	-0.7	1	99	-7
COC(=O)c1ccc(COc2ccc(NC(C)=O)cc2)o1	104	7	3	7	-2	1.7	4	111	-3
CCN(CC)CCN1C(=O)Cn2c(C)c(C)c3cccc1c32	100&100	6&0	3&-3	-2&-4	10&11	3.2&-3.4	-5&-5	99&102	19&-4
O=C(NCCCO)c1ccc(CSc2nc3ccccc3c(=O)[nH]2)cc1	128*	21	-2	-2	-21	0.9	24	113	-17
O=C(c1ccco1)N1CCN(Cc2ccc(Cl)cc2)CC1	99	-23	-6	-3	-14	2.5	15	101	3
CC1Oc2ccccc2N(CC(=O)N(Cc2ccccc2)Cc2ccccn2)C1=O (centres undefined)	110	-1	12	-7	16	-3.9	7	112	-27
CCC(CO)Nc1ccc(-c2nn(C)c(=O)c3ccccc23)cc1[N+](=O)[O-] (centres undefined)	98	4	6	1	20	1.0	-5	92	-3
O=C(Cn1ncc2c3ccccc3n(Cc3ccccc3)c2c1=O)NCCCN1CCCC1	102	17	-66	-2	10	0.9	11	129	26
CN(CCc1ccccn1)Cc1ccc(Cl)cc1Cl	85	37	0	-8	-7	-1.3	-13	86	6
Fc1ccccc1Nc1nc2c(s1)CCc1ccccc1-2	99	19	6	.	.	.	2	104	4
CCc1ccc([C@@H]2C[C@H]3CN(Cc4ccccc4OC)C(=O)[C@]34CCCN24)cc1	86	7	18	-6	-6	1.2	-18	83	-2
Cc1ccc(-c2csc(N(Cc3ccccc3)C(=O)COc3ccccc3)n2)cc1	102	-7	2	-6	29	-0.3	3	100	-4
CCOc1ccc(N(CC(=O)NCc2ccc(F)cc2)C(=O)c2snc(C(N)=O)c2N)cc1	96	11	-6	-8	1	-0.2	-1	99	-26
N#Cc1ccc(-c2cn3c(n2)SCC3)cc1	98	35	0	-4	14	-0.9	-1	99	-2
Cc1cc(OCc2cc(C(=O)N3CCC(Oc4cccnc4)CC3)no2)cc(C)c1Cl	106	-1	-29	-5	-3	5.0	10	118	-43
COc1ccc(CN2C(=O)CC(Cc3ccc(C)cc3)C2=O)cc1OC (centres undefined)	97	2	2	-2	18	1.5	-3	105	-16
CS(=O)(=O)c1ccc(NCCc2ccc(S(N)(=O)=O)cc2)c([N+](=O)[O-])c1	102	-1	12	-10	7	-3.8	9	106	-2
CCc1ccc(/C=C2/C(=O)N(c3ccccc3)C(=S)N2CC(=O)OC)s1	98	14	8	-4	-22	5.6	9	103	-2
CCOC(=O)Cc1csc(NC(=O)Nc2ccc(C)cc2)n1	99	-14	8	-2	-2	0.7	-3	98	-8
Cc1ccc(C)c(-n2c(SCC(=O)NC(C(=O)O)C(C)C)nnc2-c2cccc(Cl)c2)c1 (centres undefined)	108	8	29	-7	-15	1.1	-6	95	-42
COc1ccc(C)cc1NC(=O)c1cccc(-c2ccc(OC(C)=O)cc2)c1	102	5	-22	-8	17	0.9	-2	94	-28

Results in MEKK3 PB1 HTS and HCV NS3 hel inh, for some of the entries so far:
compound	MEKK3 PB1 HTS	HCV NS3 hel inh
CCc1ccc([C@@H]2C[C@H]3CN(Cc4ccccc4OC)C(=O)[C@]34CCCN24)cc1	86	18
Cc1ccc(-c2csc(N(Cc3ccccc3)C(=O)COc3ccccc3)n2)cc1	102	2
CCOc1ccc(N(CC(=O)NCc2ccc(F)cc2)C(=O)c2snc(C(N)=O)c2N)cc1	96	-6
N#Cc1ccc(-c2cn3c(n2)SCC3)cc1	98	0

A draw from above in order of molecular weight, largest number first:
SMILES	MEKK3 PB1 HTS	SUMO HTRF inh	HCV NS3 hel inh	GalR3 antagonist	CRFBP-R2 block	CRFBP-R2 agonist	MEKK2mut PB1 HTS	MEKK2 WT-MEK5	FID counter
CCOc1ccc(N(CC(=O)NCc2ccc(F)cc2)C(=O)c2snc(C(N)=O)c2N)cc1	96	11	-6	-8	1	-0.2	-1	99	-26
CCc1ccc(/C=C2/C(=O)N(c3ccccc3)C(=S)N2CC(=O)OC)s1	98	14	8	-4	-22	5.6	9	103	-2
COc1ccc(CN2C(=O)CC(Cc3ccc(C)cc3)C2=O)cc1OC (centres undefined)	97	2	2	-2	18	1.5	-3	105	-16

Additional compounds:
SMILES	MEKK3 PB1 HTS	SUMO HTRF inh	HCV NS3 hel inh	GalR3 antagonist	CRFBP-R2 block	CRFBP-R2 agonist	MEKK2mut PB1 HTS	MEKK2 WT-MEK5	FID counter
Cc1ccc(C)c(NC(=O)C(=O)NCc2ccccn2)c1	100	6	5	-4	3	0.2	-1	99	-18
CCNc1nc(Oc2ccc(=O)n(C)n2)nc(N2CCOCC2)n1	99	10	2	-2	6	-0.5	13	99	-8
Cc1ccc(C(=O)C[n+]2cc(Br)cc(Br)c2)cc1[N+](=O)[O-]	104	11	7	-4	19	1.2	51*	101	1
CCOC(=O)c1ccc(NC(=O)CCc2nc(-c3cccc(C)c3)no2)cc1	118	0	-22	-3	3	-1.6	5	130	-7
O=C(NCCc1nnc2ccc(NCC3CCCO3)nn12)c1ccccc1 (centres undefined)	105	-10	-2	-1	1	0.4	-1	102	-10
O=C1C2=C(c3ccccc31)[N+](=O)C1CCCCC1N2[O-] (centres undefined)	100	29	3	-5	-8	2.0	9	98	0
CC(CSc1nc2ccccc2s1)Cn1c(N2CCCC2)nc2c1c(=O)[nH]c(=O)n2C (centres undefined)	96	-11	7	0	-52	-2.5	-7	98	-4
Cc1ccccc1Cn1c2ccccc2c2cnn(CC(=O)NCCCN3CCN(C)CC3)c(=O)c21	102	4	-33	-6	-11	1.9	3	116	26
CC(C)CCNC(=O)[C@H](CSCc1ccccc1)N1Cc2ccccc2C1=O	103	-6	14	-2	-6	-0.3	3	102	-25
Cc1cc(C)cc(OCc2nnc(SCC(=O)OC3CCCCC3)o2)c1	99	-22	3	-2	9	3.1	1	97	-8
O=C(NCc1ccccn1)c1ccc(Cl)c(NC2=NC3CS(=O)(=O)CC3S2)c1 (centres undefined)	101	10	2	2	-2	1.4	1	102	-4
COC(=O)c1c(C)cc(C)c2c1CC(C)(C)C2=O	88	10	13	4	20	0.4	-19	88	-4
CC(=O)Nc1ccc(NC(=O)CSc2ccc(-c3cccs3)nn2)cc1	99	16	-9	0	1	3.4	-4	95	-6
COc1cnn(C(C)(C)C)c(=O)c1Cl	108	-2	6	-8	9	-2.2	6	104	2
O=C(CSc1nc(O)cc(=O)[nH]1)N1c2ccccc2CCc2ccccc21	89	-14	12	-3	22	-1.1	-15	87	-29
CC1CN(C2CC(C)(C)NC(C)(C)C2)CCC1=O (centres undefined)	105	19	4	6	-4	0.3	1	106	0
Cc1ccnc(SCC(=O)Nc2sc3c(c2C#N)CCC(C(C)(C)C)C3)n1 (centres undefined)	100	-22	-1	-4	-33	0.5	-4	89	-1
CC1CCc2nc(NC(=O)CSc3nc4ccccc4o3)sc2C1 (centres undefined)	105	22	-6	-7	-15	-0.3	3	104	1
COCCNc1cc(C)nc2c3c(C)cc(C)nc3nn12	100	28	-3	-3	15	-1.5	-5	97	-7
O=C1CCCC(=O)C1=C1SCCCS1	121	23	6	-8	2	-1.3	1	102	-2
Clc1cccc(Cl)c1OCCCCN1CCCCC1	106	1	-5	-14	5	-0.2	7	112	4
CN1CCN(C(=O)C2=C[C@H](C3CCCCC3)C[C@H](OCc3ccc(CO)cc3)O2)CC1	107	0	-8	-3	-18	1.9	6	106	8
CCn1c(SCC(=O)Nc2ccccc2F)nnc1-c1ccoc1C	104	-7	6	-10	-4	0.8	-1	102	-11
COCc1cc(=O)[nH]c(/N=C(\N)Nc2ccc(C)cc2C)n1	106	14	-9	-3	-9	-0.7	10	103	-5
COc1ccc(C2C(C#N)=C(N)Oc3cc(O)ccc32)cc1Cl (centres undefined)	108	-4	0	-8	-17	2.8	9	109	1
O=C(CN(CC1CCCO1)C(=O)c1nsc(Cl)c1Cl)NC1CCCC1 (centres undefined)	106	3	-13	1	-21	-1.2	6	102	-14
CC1CCCC(N2CCN(S(=O)(=O)c3ccccc3)CC2)C1 (centres undefined)	100	23	-5	-1	-8	-0.8	3	98	0
COC(=O)C(Cc1ccccc1)NC(=O)CSc1nc(N)cc(=O)[nH]1 (centres undefined)	120	18	-3	0	-4	0.6	14	121	-8
COc1ccc(C(=O)NCC(=O)N2CCNC(=O)C2)cc1OC	97	3	2	-3	6	-0.4	-5	94	-7
O=C(NCc1cccs1)C(=O)NCC(c1ccco1)N1CCN(c2ccc(F)cc2)CC1 (centres undefined)	99	-5	-7	5	-9	-1.5	-7	91	-20
Cc1ccc(NC(=O)C(C)Sc2nnc(C)n2CC2CCCO2)cc1 (centres undefined)	103	8	20	-8	-12	1.9	11	104	-15
COc1cccc(-c2c(C(=O)N/N=C/c3cccs3)nnn2-c2nonc2N)c1	101	1	12	.	-84	1.1	1	99	-24
CCOC(=O)c1ccc(N2C(=O)C3C(C2=O)C(C(=O)c2ccc(Cl)cc2)N2CCCC32)cc1 (centres undefined)	.	33	29	-2	-46	29	.	.	-18
COCC(=O)N(Cc1cc2ccccc2[nH]c1=O)c1ccccc1OC	92	14	3	-5	3	0.3	-8	93	-11
COc1ccc2c(c1OC)C(=O)N(c1cccc(C(F)(F)F)c1)C2	100	33	2	-2	-43	-0.8	3	103	-6
O=C(/C=C/Nc1cccc(O)c1)c1ccccc1	99	10	8	-2	3	0.6	1	73	-4
